Screening results: PubChem, NMMLSC
MEP2-GFP yeast: alters MEP2-GFP fluorescence in TOR pathway yeast screen; S. cerevisiae MEP2-GFP strain, flow cytometry GFP, 3 h; 100% = DMSO control level; GFP response vs DMSO, % at 10 µM; 330,000 compounds, 0.51% hits;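 active means GFP response versus DMSO above a set limit, roughly screen mean plus 3 SD, cut at about 180% in these data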;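 further: median GFP fluorescence of the barcode-gated MEP2-GFP cells per well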
AGP1 TOR yeast: modulators of TOR pathway AGP1-GFP in S. cerevisiae | GFP response vs DMSO, % at 10 µM | 320,000 compounds, 0.02% hits | AID 2066 | S. cerevisiae AGP1-GFP multiplex flow cytometry, 3 h; GFP as percent of DMSO wells;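 active means GFP response relative to DMSO above a set limit, near screen average plus 3 SD, cut at about 150% in these data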;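 further: median GFP channel fluorescence of the gated AGP1 strain per well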
CIT2 TOR yeast: alters CIT2-GFP fluorescence in TOR pathway yeast screen. S. cerevisiae CIT2-GFP strain, flow cytometry, 3 h; 100 means same as DMSO wells. GFP response vs DMSO, % at 10 µM. 320,000 compounds, 0.065% hits. AID 2029;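 active means GFP response relative to DMSO above a set limit, near the screen mean plus 3 SD, cut at about 150% in these data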;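 further: ratio of well median GFP fluorescence to mean of DMSO wells on the plate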
LAP4 TOR yeast: yeast TOR pathway LAP4-GFP modulation. S. cerevisiae LAP4-GFP multiplex, flow cytometry GFP, 3 h; median GFP as percent of DMSO wells. GFP response vs DMSO, % at 10 µM. 320,000 compounds, 0.34% hits. AID 2023;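 active means GFP response vs DMSO above a set limit, about the screen mean plus 3 SD, cut at about 150% in these data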
CR mimetic SO: yeast age-related superoxide inhibition as caloric restriction mimetic | S. cerevisiae aged cells, superoxide DHE fluorescence; active compounds read low | superoxide response (% of plate mean), % at 10 µM | 330,000 compounds, 0.18% hits;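 active means superoxide response under a set limit, about three screen SD below normal, cut at about 65% in these data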;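 further: yeast aged for seven days with compound at 30 °C before DHE staining; 100% = average MFI of all compound-treated wells on the plate with controls excluded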
GRK2 aptamer HTS: inhibitors of human GRK2 displacing RNA aptamer; P25098; bead flow cytometry, FAM-aptamer displacement from GRK2; inhibition of aptamer binding, % at 10 µM; 330,000 compounds, 0.59% hits; AID 488847;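 active means inhibition of aptamer binding above 40%, roughly 3 SD of noise, on plates passing a quality check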;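 further: median bead fluorescence of bound FAM aptamer so fluorescent compounds give negative values; no value below 0 was filed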
Target sequence (P25098 whole entry, looked up): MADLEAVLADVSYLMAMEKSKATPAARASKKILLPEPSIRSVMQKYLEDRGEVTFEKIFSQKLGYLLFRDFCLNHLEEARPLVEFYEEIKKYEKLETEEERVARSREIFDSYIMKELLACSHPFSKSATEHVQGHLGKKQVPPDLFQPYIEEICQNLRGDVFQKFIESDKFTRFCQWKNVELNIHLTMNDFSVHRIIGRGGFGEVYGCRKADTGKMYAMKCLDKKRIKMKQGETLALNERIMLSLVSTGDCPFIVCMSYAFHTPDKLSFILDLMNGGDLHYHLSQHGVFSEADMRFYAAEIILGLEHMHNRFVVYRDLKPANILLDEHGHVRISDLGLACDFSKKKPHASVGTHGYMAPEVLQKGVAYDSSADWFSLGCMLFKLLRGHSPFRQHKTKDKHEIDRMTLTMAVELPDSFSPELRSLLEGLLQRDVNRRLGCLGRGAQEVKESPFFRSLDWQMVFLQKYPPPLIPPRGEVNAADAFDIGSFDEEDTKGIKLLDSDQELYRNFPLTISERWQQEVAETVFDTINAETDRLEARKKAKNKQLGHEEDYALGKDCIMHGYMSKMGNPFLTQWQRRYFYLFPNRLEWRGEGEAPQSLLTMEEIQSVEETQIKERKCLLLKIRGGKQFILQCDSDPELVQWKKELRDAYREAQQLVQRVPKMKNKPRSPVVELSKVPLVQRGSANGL
VLA-4 inh: inhibition in a human VLA-4 binding assay | VLA-4 expressing cells, ligand binding flow cytometry | AID 2557 | 330,000 compounds, 0.2% hits | P13612 | inhibition, % (about 7 µM as worked out from the volumes in the protocol); in the data active means inhibition above about 50%
RPL19A TOR yeast: alters RPL19A-GFP fluorescence in TOR pathway yeast screen | percent response vs DMSO, % at 10 µM | 330,000 compounds, 0.3% hits | S. cerevisiae RPL19A-GFP strain, flow cytometry, 3 h; active compounds read low;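 active means percent response vs DMSO below 50%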;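 further: median channel GFP fluorescence of the barcoded RPL19A-GFP strain; ratio of sample median GFP to plate DMSO average so 100% = DMSO; lower means less RPL19A-GFP as with rapamycin TOR inhibition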
Numbers without * were called inactive; nt = not tested or not shown.

[1] Cc1cc2cc(CN(Cc3ccco3)C(=S)NCC3CCCO3)c(=O)[nH]c2cc1C (stereo not drawn)
[2] O=C(CN1CCN(S(=O)(=O)N2CCCCCC2)CC1)Nc1ccc(Br)cc1
[3] O=C(OCCO)c1cc(Cl)c(C(=O)OCCO)cc1Cl
[4] NC(=O)c1cc2ccncc2c2ccccc12
[5] COc1ccc(CSc2nc3ccccc3c(=O)n2CCCN2CCOCC2)cc1F
[6] Cc1ccc(NC(=O)C(=O)NCC2CCCN2S(=O)(=O)c2cccs2)c(C)c1 (stereo not drawn)

entry no.	1	2	3	4	5	6
MEP2-GFP yeast	80	91	95	99	99	102
AGP1 TOR yeast	101	86	90	94	113	106
CIT2 TOR yeast	119	nt	88	96	101	90
LAP4 TOR yeast	89	79	86	87	99	109
CR mimetic SO	91	83	95	111	105	104
GRK2 aptamer HTS	33	1	5	2	3	0
VLA-4 inh	-2	6	0	6	-18	-4
RPL19A TOR yeast	103	102	91	99	93	99

[7] O=C(Nc1ccccc1)c1ccc(NCC2CCCO2)c([N+](=O)[O-])c1 (stereo not drawn)
[8] CCOC(=O)c1ccccc1NC(=O)CC1SC(=NC)N(C)C1=O (stereo not drawn)
[9] O=[N+]([O-])c1cccc(/C=N/NS(=O)(=O)c2ccccc2)c1
[10] Cc1cc(C(=O)N/N=C/c2ccc(N(C)C)cc2)c2ccccc2n1
[11] CC1CCOC2(O1)C(=O)N(CN1CCN(c3ccccc3F)CC1)c1ccccc12 (stereo not drawn)
[12] O=C(N/C=N/O)C1=NOC(CNc2ncc(C(F)(F)F)cc2Cl)C1 (stereo not drawn)

entry no.	7	8	9	10	11	12
MEP2-GFP yeast	98	119	93	96	95	101
AGP1 TOR yeast	91	105	100	94	92	98
CIT2 TOR yeast	88	106	90	nt	91	104
LAP4 TOR yeast	92	112	103	91	88	100
CR mimetic SO	71	102	96	99	101	97
GRK2 aptamer HTS	5	0	2	2	0	5
VLA-4 inh	22	3	0	8	6	3
RPL19A TOR yeast	98	111	88	92	97	99

Reprinted at random: 5 entries already listed.
[9] O=[N+]([O-])c1cccc(/C=N/NS(=O)(=O)c2ccccc2)c1
[11] CC1CCOC2(O1)C(=O)N(CN1CCN(c3ccccc3F)CC1)c1ccccc12 (stereo not drawn)
[10] Cc1cc(C(=O)N/N=C/c2ccc(N(C)C)cc2)c2ccccc2n1
[8] CCOC(=O)c1ccccc1NC(=O)CC1SC(=NC)N(C)C1=O (stereo not drawn)
[7] O=C(Nc1ccccc1)c1ccc(NCC2CCCO2)c([N+](=O)[O-])c1 (stereo not drawn)

entry no.	9	11	10	8	7
MEP2-GFP yeast	93	95	96	119	98
AGP1 TOR yeast	100	92	94	105	91
CIT2 TOR yeast	90	91	nt	106	88
LAP4 TOR yeast	103	88	91	112	92
CR mimetic SO	96	101	99	102	71
GRK2 aptamer HTS	2	0	2	0	5
VLA-4 inh	0	6	8	3	22
RPL19A TOR yeast	88	97	92	111	98

Following part.
[13] O=C(CN1CCOc2ccccc21)NCc1cccs1
[14] CCOC(=O)c1c(C)[n+](-c2ccc(C)cc2)c(CC)c2cc(OC)c(OC)cc12
[15] CN(C)/C=C(/C(=O)c1ccc(Cl)cc1Cl)S(=O)(=O)c1ccc(Cl)cc1
[16] COc1ccc(-c2nc3cc(C)ccn3c2NCc2ccc3c(c2)OCO3)cc1
[17] CCc1cccc(N=c2c([N+](=O)[O-])nn(-c3ccc(Cl)cc3)n2O)c1
[18] O=C(NNC(=O)c1ccc(Br)o1)c1ccc(NC(=O)c2ccccc2)cc1

entry no.	13	14	15	16	17	18
MEP2-GFP yeast	105	113	84	101	114	108
AGP1 TOR yeast	nt	104	77	97	107	92
CIT2 TOR yeast	99	107	81	92	96	99
LAP4 TOR yeast	106	93	80	100	112	99
CR mimetic SO	111	93	84	82	107	111
GRK2 aptamer HTS	2	0	1	0	0	1
VLA-4 inh	9	-7	13	-1	10	-7
RPL19A TOR yeast	107	106	87	93	102	101

[19] CC(C)C(=O)NC(=S)Nc1ccccc1C(=O)Nc1ccccc1
[20] COc1ccc(-c2oc3ccc(-c4cc(OC)c(OC)c(OC)c4)cc3c2-c2ccc(OC)nc2)cc1
[21] C#CCn1cccc(C(=O)Nc2ccc(OC)cc2)c1=O
[22] Nc1nc2c(c(=O)[nH]1)C(c1ccccc1)C1=C(N2)c2ccccc2C1=O (stereo not drawn)
[23] COc1ccc(C(=O)COC(=O)COc2cc(C)cc(C)c2)cc1
[24] COC(=O)c1ccc(NC(=O)CNC(=O)C2CCCCC2)cc1

entry no.	19	20	21	22	23	24
MEP2-GFP yeast	96	102	110	111	96	106
AGP1 TOR yeast	101	108	104	104	92	105
CIT2 TOR yeast	92	97	96	107	106	101
LAP4 TOR yeast	96	91	103	105	83	100
CR mimetic SO	101	99	93	103	90	87
GRK2 aptamer HTS	1	0	2	2	0	2
VLA-4 inh	-19	20	-6	15	-9	-5
RPL19A TOR yeast	94	99	105	107	101	101

[25] CNC(C)C#Cc1c(-c2cc(OC)c(OC)c(OC)c2)noc1C (stereo not drawn)
[26] FC(F)(F)c1ccc(CN2CCCCCC2)cc1
[27] C=CCN=C(NC#N)SC
[28] CCOc1ncccc1C(=O)Nc1ccc(-c2cn3ccsc3n2)cc1
[29] Cc1sc2ncn(CC(=O)N(C)C3CCCCC3)c(=O)c2c1C
[30] CC1=C(C(=O)Nc2ccccc2)C(c2ccc(O)cc2)N2C(=O)CSC2=N1 (stereo not drawn)

entry no.	25	26	27	28	29	30
MEP2-GFP yeast	108	105	109	101	98	96
AGP1 TOR yeast	98	101	100	98	107	100
CIT2 TOR yeast	88	93	111	88	98	88
LAP4 TOR yeast	108	105	101	101	94	nt
CR mimetic SO	107	86	43*	98	91	107
GRK2 aptamer HTS	3	0	0	2	1	0
VLA-4 inh	29	10	6	22	-2	7
RPL19A TOR yeast	111	99	101	101	100	97

[31] CCOC(=O)c1c(C)[nH]c(C(=O)N2CCCC(C(=O)c3cccc(OC)c3)C2)c1C (stereo not drawn)
[32] O=C1c2ccc(Oc3ccc4c(c3)C(=O)N(CCCCO)C4=O)cc2C(=O)N1CCCCO
[33] O=C(Nc1ccc(F)cc1)N(CCCN1CCOCC1)Cc1cc2cc3c(cc2[nH]c1=O)OCO3
[34] COc1ccc(/C=N/NC(=O)c2ccoc2C)cc1O
[35] CCCOc1ccc(N2C(=O)CC(SCCc3nc4ccccc4[nH]3)C2=O)cc1 (stereo not drawn)
[36] COc1cc(C(=O)NCCOc2ccc(F)cc2)c(Br)c(OC)c1OC

entry no.	31	32	33	34	35	36
MEP2-GFP yeast	107	91	103	119	88	107
AGP1 TOR yeast	104	96	105	98	97	95
CIT2 TOR yeast	103	94	104	111	106	97
LAP4 TOR yeast	98	88	98	80	103	94
CR mimetic SO	91	104	113	100	74	109
GRK2 aptamer HTS	2	0	2	0	0	1
VLA-4 inh	1	25	-6	9	-1	6
RPL19A TOR yeast	105	96	104	105	96	101

[37] CCCc1nnc(SCC(=O)N2CCCCC2C)n1CC (stereo not drawn)
[38] Cc1ccc(N(C)S(=O)(=O)c2ccc(-c3cc(C)no3)s2)cc1
[39] COc1ccc(-c2cn3cc(C)ccc3n2)cc1Br
[40] CSCCC(NC(=O)c1ccccc1Cl)C(=O)N1CCN(C(c2ccccc2)c2ccccc2)CC1 (stereo not drawn)
[41] C=CCNc1nc(NC(C)(C)CO)nc(OC)n1
[42] CCOc1cccc2cc(C(=O)N3CCN(C/C=C/c4ccccc4)CC3)c(=O)oc12

entry no.	37	38	39	40	41	42
MEP2-GFP yeast	96	98	104	96	98	94
AGP1 TOR yeast	89	95	95	86	95	97
CIT2 TOR yeast	90	85	94	89	96	99
LAP4 TOR yeast	89	111	94	79	94	95
CR mimetic SO	120	111	96	74	87	108
GRK2 aptamer HTS	0	0	0	30	2	0
VLA-4 inh	5	9	-20	-9	11	9
RPL19A TOR yeast	103	97	101	101	95	96

[43] O=C(Nc1ccc(F)cc1)OCCN1CCN(Cc2ccccc2)CCC1=O
[44] CCCc1cc(=O)[nH]c(SCC(=O)Nc2nonc2C)n1
[45] CCCc1ccc(C(=O)NNC(=O)c2ccc(Cl)cc2)cc1
[46] COc1ccccc1NC(=O)Nc1nnc(Cc2ccccc2F)s1
[47] C=C(C)CC1N(c2cccc(OC)c2)C(=O)[C@@H]2C(C(=O)O)[C@H]3C=C[C@@]12O3 (stereo partly drawn)
[48] COCCCN1C(=O)C(=O)/C(=C(/O)c2ccc(S(=O)(=O)N3CCCCC3)cc2)C1c1cccc(OC)c1 (stereo not drawn)

entry no.	43	44	45	46	47	48
MEP2-GFP yeast	97	103	114	102	107	108
AGP1 TOR yeast	89	98	113	107	109	105
CIT2 TOR yeast	96	98	107	96	103	106
LAP4 TOR yeast	107	99	120	96	102	98
CR mimetic SO	108	93	102	111	85	118
GRK2 aptamer HTS	0	0	0	3	0	0
VLA-4 inh	9	2	4	-6	31	2
RPL19A TOR yeast	102	101	111	104	99	104

[49] CCCCn1c(N)c(N(Cc2ccccc2OC)C(=O)C(C)Oc2ccc(Cl)cc2)c(=O)[nH]c1=O (stereo not drawn)
[50] Cc1nnc(NC(=O)CSc2ccc(-c3ccc(Cl)cc3)nn2)s1
[51] c1ccc(C(Cc2nc(-c3ccncc3)no2)c2ccccc2)cc1
[52] CCn1c(SCCOc2ccc(Cl)cc2)nnc1-c1cccs1
[53] CC(C)OC(=O)/C(C#N)=C/c1ccc(-c2ccc(SC(F)F)cc2)o1
[54] c1ccc2c(c1)ncn2CCC1CCCCC1
[55] Cc1cc(C)c2oc(=O)cc(CN3CCCCC3)c2c1
[56] CCOC(=O)N1CCN(C(=O)CCCn2c(=O)[nH]c3ccccc3c2=O)CC1
[57] O=C(N1CCN(c2ccccc2)CC1)C1(c2cccs2)CCOCC1

entry no.	49	50	51	52	53	54	55	56	57
MEP2-GFP yeast	103	106	103	102	115	98	101	93	100
AGP1 TOR yeast	88	106	97	101	100	91	98	93	95
CIT2 TOR yeast	108	104	93	97	108	97	102	95	92
LAP4 TOR yeast	76	108	114	104	100	102	89	92	94
CR mimetic SO	100	96	95	95	100	72	105	94	84
GRK2 aptamer HTS	0	2	5	4	4	2	6	0	1
VLA-4 inh	2	4	5	-3	-2	2	15	14	-2
RPL19A TOR yeast	104	98	98	99	100	95	105	94	100

Three entries out of the list, arranged by length of the SMILES, rising:
[24] COC(=O)c1ccc(NC(=O)CNC(=O)C2CCCCC2)cc1
[7] O=C(Nc1ccccc1)c1ccc(NCC2CCCO2)c([N+](=O)[O-])c1 (stereo not drawn)
[14] CCOC(=O)c1c(C)[n+](-c2ccc(C)cc2)c(CC)c2cc(OC)c(OC)cc12

entry no.	24	7	14
MEP2-GFP yeast	106	98	113
AGP1 TOR yeast	105	91	104
CIT2 TOR yeast	101	88	107
LAP4 TOR yeast	100	92	93
CR mimetic SO	87	71	93
GRK2 aptamer HTS	2	5	0
VLA-4 inh	-5	22	-7
RPL19A TOR yeast	101	98	106
